procasp7 counter: procaspase-7 activators, primary screen, counter-screen for procaspase-3 activator project, biochemical, absorbance, HTS, human; Caspase-7 (Homo sapiens), P55210; recombinant procaspase-7, Ac-DEVD-pNA absorbance 405 nm; D23A/D198A/D206A triple mutant, cannot self-cleave; scale: DMSO 0, 5 µM enzyme 100; activation, % at 8.5 µM; 330,000 tested, 0.093% active;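 active = percent activation above the screen-wide mean plus 3 SD, cut at about 25% in these data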
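Assay system: Uncleavable procaspase-7 mutant enzyme; Input: 2 µM procaspase-7 mutant as dispensed; Also added: DEVD-pNA substrate; Medium: Zinc-free HEPES pH 7.4 with 300 mM NaCl, 0.01% Triton X-100; Timing: 1 h compound preincubation, 2 h substrate cleavage, 25 °C; Measured by: Epi-absorbance of released pNA at 405 nm, two timepoints.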
PP5 inh: PP5 phosphatase inhibitors, primary screen, biochemical, fluorescence; purified PP5c, OMFP substrate fluorescence; 320,000 tested, 0.18% active; inhibition, % at 6.7 µM;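 active = inhibition above the campaign's mean inhibition across all tested compounds plus 3 SD, cut at about 9.5% in these data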;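 note: 0% = DMSO only and 100% = 100 µM cantharidin control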
PAFAH2 FP inh: PAFAH2 enzyme inhibitors, primary screen, biochemical, fluorescence polarization, human | recombinant PAFAH2, FP-rhodamine activity probe | AID 492956, 2010 | inhibition, % at 3.39 µM | 340,000 tested, 0.99% active | Platelet-activating factor acetylhydrolase 2, cytoplasmic (Homo sapiens), Q99487;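 active = inhibition above the mean over all tested compounds plus 3 SD, cut at about 30% in these data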;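 note: inhibitors block probe labeling of enzyme so polarization drops; 0% = enzyme with DMSO and 100% = wells lacking PAFAH2 protein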
AHR activator: AHR activators, primary screen, cell-based, luminescence, luciferase reporter, human; Aryl hydrocarbon receptor (Homo sapiens), P35869; AHR-responsive luciferase reporter cells; activation, % at 5 µM; 320,000 tested, 2.5% active; AID 2796, 2010; in the data active = activation above about 47%;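 note: 0% = vehicle wells and 100% = reference agonist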
Target sequence (P35869 whole entry, looked up): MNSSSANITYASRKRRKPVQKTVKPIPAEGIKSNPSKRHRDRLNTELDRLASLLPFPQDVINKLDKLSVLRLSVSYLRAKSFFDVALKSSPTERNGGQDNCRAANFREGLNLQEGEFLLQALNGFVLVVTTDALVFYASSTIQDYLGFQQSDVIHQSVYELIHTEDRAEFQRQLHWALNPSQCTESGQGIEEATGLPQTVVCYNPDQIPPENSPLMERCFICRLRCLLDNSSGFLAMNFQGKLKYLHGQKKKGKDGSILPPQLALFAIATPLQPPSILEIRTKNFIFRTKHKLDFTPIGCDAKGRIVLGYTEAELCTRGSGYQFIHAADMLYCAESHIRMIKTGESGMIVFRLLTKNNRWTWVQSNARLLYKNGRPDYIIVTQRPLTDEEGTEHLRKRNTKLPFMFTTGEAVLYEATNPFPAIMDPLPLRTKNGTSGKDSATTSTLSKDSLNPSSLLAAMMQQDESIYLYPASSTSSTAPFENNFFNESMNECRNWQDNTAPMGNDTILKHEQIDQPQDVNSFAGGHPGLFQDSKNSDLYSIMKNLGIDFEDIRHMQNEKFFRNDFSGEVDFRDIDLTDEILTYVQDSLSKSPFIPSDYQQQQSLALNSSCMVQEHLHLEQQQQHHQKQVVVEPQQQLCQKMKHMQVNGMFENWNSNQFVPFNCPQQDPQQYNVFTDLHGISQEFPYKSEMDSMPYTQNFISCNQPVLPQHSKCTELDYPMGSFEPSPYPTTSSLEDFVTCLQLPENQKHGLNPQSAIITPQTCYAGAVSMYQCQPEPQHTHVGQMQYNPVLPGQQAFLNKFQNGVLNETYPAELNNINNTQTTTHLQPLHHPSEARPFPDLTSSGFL
proCasp3 act: activators of human procaspase-3 D3A mutant, primary screen, biochemical, absorbance, PC-3 D3A mutant, single concentration; 330,000 tested, 0.11% active; activation, % at 8.5 µM; Caspase-3 (Homo sapiens), P42574; recombinant procaspase-3 D3A, Ac-DEVD-pNA absorbance 405 nm;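 active = activation above the mean of all tested compounds plus 3 SD, cut at about 21% in these data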;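 note: 0% = DMSO alone and 100% = DMSO wells spiked with extra 5 µM PC-3 D3A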
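System: Procaspase-3 D3A mutant. Medium: Zinc-free 300 mM NaCl, 50 mM HEPES, 0.01% Triton X-100. Schedule: 1 h preincubation plus 2 h reaction at 25 °C. Measured by: 405 nm absorbance of p-nitroaniline, reads at 0 and 120 min. Read-out: percent activation relative to control range.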
Fh CTSL1 inh: Fasciola hepatica cathepsin L1 inhibitors, primary screen, counter-screen for PFM18AAP inhibitor project, biochemical, QFRET, fluorogenic peptide substrate; inhibition, % at 5.96 µM; 300,000 tested, 0.49% active; AID 1906, 2009; recombinant F. hepatica cathepsin L1, Z-Leu-Arg-MCA fluorescence;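 active = inhibition above the mean of all tested compounds plus 3 SD, set per screening campaign, cut at about 17% in these data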;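 note: 0% = plate median of test compound wells and 100% = 1 µM Z-Phe-Ala-diazomethylketone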
TPT1 inh: Candida albicans TPT1 enzyme inhibitors, primary screen, biochemical, fluorescence polarization | inhibition, % at 5 µM | tRNA 2'-phosphotransferase TPT1 (Candida albicans SC5314) | recombinant caTPT1, FP RNA substrate dephosphorylation | 300,000 tested, 0.81% active;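 active = inhibition above the mean of all tested compounds plus 3 SD, set per screening campaign, cut at about 24% in these data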;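 note: plate controls were DMSO alone for no effect and ferristatin control at 100 nM for full effect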
PP1 inh: PP1-alpha phosphatase inhibitors, primary screen, counter-screen for PP5 inhibitor project, biochemical, fluorescence, OMFP substrate, single point | AID 2235, 2010 | Serine/threonine-protein phosphatase PP1-alpha catalytic subunit (Homo sapiens), P62136 | 320,000 tested, 0.9% active | inhibition, % at 6.7 µM | purified PP1alpha;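 active = inhibition above the mean inhibition of all tested compounds plus 3 SD, computed separately for each screening campaign, cut at about 15% in these data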
core dimer inh: inhibitors of HCV core protein dimerization, primary screen, biochemical, TR-FRET, high-throughput. TR-FRET GST/Flag-core106 dimerization, 1536-well. inhibition, % at 5 µM. 300,000 tested, 0.33% active. AID 1899, 2009;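 active = inhibition above the mean of all tested compounds plus 3 SD, set per screening campaign, cut at about 45% in these data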
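Material: Tagged HCV core106 pair (GST and Flag) | Amount: GST-core106 13.5 nM, Flag-core106 17 nM | Medium: KF-containing HEPES buffer, pH 7.45, DTT, CHAPS, BSA | Reagent: Eu donor and XL665 acceptor anti-tag antibodies | Schedule: 4 h at 22.5 °C | Technique: Time-resolved FRET, ex 340 nm, em 617 and 671 nm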
The depositor's hits bear a star; nt = not tested or not shown.

compound,PP5 inh,proCasp3 act,PAFAH2 FP inh,Fh CTSL1 inh,core dimer inh,procasp7 counter,TPT1 inh,PP1 inh,AHR activator
N#C/C=C(/c1ccc(F)cc1)N1CCOCC1,-1.1,2.3,0.3,-1.3,10.0,-1.1,-0.2,-3.6,-0.1
CC(C)OP(=O)(CCP(=O)(OC(C)C)OC(C)C)OC(C)C,-1.3,-1.4,3.4,-1.5,1.1,2.7,-2.6,-4.3,2.7
Cc1ccc(NC(=O)CCCCCNS(=O)(=O)c2ccc(C)cc2)cc1,0.8,-3.1,-0.7,1.8,5.5,5.7,1.4,1.8,2.9
NC(=O)Cc1nc2scc(-c3ccccc3)c2c(=O)[nH]1,-2.6,1.5,nt,-1.2,5.2,-1.6,21.7,-0.1,0.5
CCN(CC)C(=O)Oc1ccnc2cc(Cl)ccc12,0.4,-9.9,5.4,-2.4,-0.4,4.3,-0.1,-0.4,4.1
CC1CCCN(C(=O)CSCC(=O)Nc2nc(-c3cccs3)cs2)C1 (stereo not given),0.9,0.1,-0.5,1.7,15.4,4.7,-4.2,3.5,22.9
CCOc1ccc(OCC)c(-c2c(=O)n(OCc3ccccc3Br)c3ccccc3[n+]2[O-])c1,0.7,3.7,4.3,2.1,10.1,-3.9,-1.3,-0.1,0.7
Cc1c2cnn(CC(=O)NCCCN3CCCCC3)c(=O)c2c(C)n1Cc1ccccc1,2.6,0.4,0.0,-4.5,-4.0,8.5,-1.3,-4.0,-2.4
CC1(C)CC(Nc2ccc(C(F)(F)F)cc2[N+](=O)[O-])CC(C)(C)N1,1.2,3.9,5.1,-2.5,-2.9,6.2,3.4,-0.4,0.0
Nc1ccc2c(c1)C(=O)C(=O)c1ccccc1-2,8.1,-17.8,62.5*,112.2*,-12.5,-15.2,3.5,38.6*,-15.9
Cc1cc(NC(=O)c2ccco2)no1,0.0,-1.2,-4.6,-3.5,0.2,4.5,-0.7,-0.1,0.7
COc1ccc(/C=N/n2c(-c3n[nH]c4c3CCC4)n[nH]c2=S)c(OC)c1OC,1.7,-10.1,2.3,5.7,-0.5,-15.2,1.4,1.4,25.2

Reprinted from the part before: two entries, then new ones.
compound,PP5 inh,proCasp3 act,PAFAH2 FP inh,Fh CTSL1 inh,core dimer inh,procasp7 counter,TPT1 inh,PP1 inh,AHR activator
Cc1cc(NC(=O)c2ccco2)no1,0.0,-1.2,-4.6,-3.5,0.2,4.5,-0.7,-0.1,0.7
COc1ccc(/C=N/n2c(-c3n[nH]c4c3CCC4)n[nH]c2=S)c(OC)c1OC,1.7,-10.1,2.3,5.7,-0.5,-15.2,1.4,1.4,25.2
Cc1ccc(-n2nnnc2-c2ccccc2)cc1,-1.5,0.2,1.1,-3.8,5.2,5.5,3.7,-3.0,-0.1
COc1ccc(OCCCC(=O)OC(C)C(=O)Nc2ccc(S(N)(=O)=O)cc2)cc1 (stereo not given),-1.5,-0.8,6.6,-11.4,-0.5,3.5,2.3,-4.3,-3.1
Cc1csc(SCC(=O)NC2CCC(C)CC2)n1 (stereo not given),-0.6,2.0,-1.9,3.0,4.2,1.0,-2.3,-1.0,5.0
CCCCCCCCOC1OC(CO)C(O)C(O)C1NC(C)=O (stereo not given),2.8,4.5,-1.5,-0.5,-9.3,7.9,0.9,-5.3,4.4
O=C1C=C(NC2=CC3OC(c4ccccc4)OCC3OC2=O)CCC1 (stereo not given),1.5,-28.2,-7.7,-0.6,1.4,-28.0,3.9,1.3,-0.4
CC1CCN(C(=O)COC(=O)c2cccs2)CC1,nt,2.8,35.3*,nt,nt,1.2,nt,nt,-2.5
CNc1cc(CSC)nc(SCc2ccc(Cl)cc2Cl)n1,4.3,0.4,0.5,-4.7,-1.3,10.5,1.8,8.3,-0.9
COc1ccc(CC(=O)NC(CC(=O)O)c2cccc([N+](=O)[O-])c2)cc1 (stereo not given),-0.2,-2.6,2.8,1.3,-0.1,1.3,1.9,0.1,5.3
Cc1cc(C2(c3ccc(O)c(C)c3)C(=O)Nc3ccccc32)ccc1O,15.7*,-4.2,-2.7,15.2,13.3,-4.9,0.3,8.2,9.2
CC1=C(C(=O)N2CCCCC2)C2(CCC(C)CC2)OC1=O (stereo not given),0.1,-3.3,-0.6,-1.3,12.9,10.7,0.1,-0.3,2.3
CC1(C)CC(NC(=O)c2cccc(S(=O)(=O)N(Cc3ccccc3)c3ccccc3)c2)CC(C)(C)N1,2.3,7.0,8.7,5.1,-2.4,5.5,-3.7,0.1,3.9
C/C=C(/C)C(=O)Nc1cccc(C2=NOC3(C2)C[C@@H](C(N)=O)N(C(=O)/C=C/CC)C3)c1 (stereo not given in full),0.8,-6.7,8.7,4.6,4.4,-8.9,-0.1,-0.7,0.6
Cc1ccc(-n2ncc3c2CCCC3NC(=O)c2ocnc2C)cc1C (stereo not given),2.1,-2.6,3.2,-1.6,11.8,3.0,-0.1,-0.7,-18.8
CC1Oc2ccccc2C=C1/C=N/Nc1ccc(C(=O)O)cc1 (stereo not given),4.6,-37.7,8.3,-0.6,-6.8,-30.2,2.0,9.3,-0.2
CCC(C)[C@H](N)c1cn([C@@H](Cc2cc3ccccc3[nH]2)C(=O)N2CCNCC2)nn1 (stereo not given in full),-3.3,13.9,1.7,-5.1,-13.8,-11.3,0.6,-0.6,9.2
CC1(C)Cc2c(sc3c2c(=N)n(Cc2ccco2)c(=O)n3CC(=O)Nc2cccc(Cl)c2)CO1,5.7,6.3,-7.8,4.8,23.5,-5.2,8.7,20.2*,2.4
CC1=C(C)CC(C(=O)Nc2ccc(C(=O)N3CCOCC3)cc2)C(C(=O)O)C1 (stereo not given),-0.9,0.9,0.5,1.9,0.1,7.9,5.1,-1.8,1.4
Cn1c(C(C#N)C(=O)c2ccco2)nc2ccccc21 (stereo not given),3.4,-8.7,-0.5,1.7,1.5,5.9,-0.9,-1.6,76.8*
O=C(COC(=O)CCC(=O)c1cccs1)Nc1ccc(F)c(F)c1F,nt,6.8,3.4,nt,nt,0.3,nt,nt,2.3
Cc1cc2oc(=O)ccc2cc1[N+](=O)[O-],3.4,3.6,2.3,4.1,0.0,-1.8,-2.2,9.6,-1.7
CCOc1ccc(-c2nc(S(=O)(=O)c3ccccc3)c(NC)o2)cc1,0.8,-5.3,1.7,-1.4,3.2,2.9,0.0,3.7,7.6
O=C(OCC1O[C@@H](OC(=O)c2cc(O)c(O)c(O)c2)[C@@H](OC(=O)c2cc(O)c(O)c(O)c2)[C@@H](OC(=O)c2cc(O)c(O)c(O)c2)[C@@H]1OC(=O)c1cc(O)c(O)c(O)c1)c1cc(O)c(O)c(O)c1 (stereo not given in full),7.2,-3.0,nt,5.2,-13.8,-9.7,-2.2,82.4*,-3.0
CCN1C(=O)C(NC(C)=O)c2cc(OC)ccc21 (stereo not given),-0.1,-7.1,1.9,-2.4,1.2,6.1,-4.8,-1.5,0.0
Cc1c(NS(=O)(=O)c2ccc3c(c2)NC(=O)CC(=O)N3)cccc1[N+](=O)[O-],2.4,5.1,2.4,0.0,-6.5,8.6,-1.7,2.8,2.9
Cc1cccn2c(=O)c3cc(C(=O)NC4CCCC4)c(=N)n(Cc4ccc(F)cc4)c3nc12,-1.8,-11.7,4.8,-0.3,16.3,-7.4,-3.2,-2.0,8.6
Cc1cccc(C)c1NC(=O)CN(C)CC(=O)Nc1sc2c(c1C(N)=O)CCC2,0.1,-8.8,3.2,-1.8,0.9,8.9,1.4,-3.5,-0.3
CC(C)C(NC(=O)OC(C)(C)C)C(=O)N1CCCC1C(=O)NC(Cc1ccccc1)C(N)=O (stereo not given),-0.5,-3.7,-3.9,-2.8,0.8,4.6,1.6,-6.1,1.2
COC(=O)C1(C)NC(c2cccs2)C2C(=O)N(c3ccc(F)cc3)C(=O)C21 (stereo not given),3.0,13.5,-3.9,0.2,-3.6,1.8,-1.9,-2.6,1.9
O=C(c1cc([N+](=O)[O-])[nH]n1)N1CCSCC1,0.2,8.1,-3.9,6.6,1.1,2.0,2.0,-4.5,0.6
CC(=O)N1c2ccc(S(=O)(=O)N(C)CC(=O)NC3CCCCC3C)cc2CC1C (stereo not given),0.7,4.4,-11.9,5.6,-2.5,-3.5,0.0,0.9,3.5
O=C(NCCSc1c[nH]c2ccccc12)c1c(F)cccc1F,3.8,4.2,7.6,-3.2,2.2,-2.5,-1.2,-9.3,0.4
CCOC(=O)Cc1csc(NC(=O)c2ccc(Br)o2)n1,-1.3,-6.7,-10.9,5.9,-7.7,-0.7,-0.2,-1.6,-0.9
CN(C)S(=O)(=O)c1ccc(C(=O)NCC(=O)N/N=C/c2ccccc2)cc1,-1.6,0.9,4.6,1.5,5.7,3.6,1.2,1.7,16.4
CCN1C(=NCCOC)N[C@@H](c2cccc(C(F)(F)F)c2)C(C(=O)OC)=C1C,nt,2.7,3.7,nt,nt,-0.8,nt,nt,-0.6
Cc1nnc(-c2cnn(C)c2N)n1Cc1ccccc1,1.3,7.5,2.6,-3.1,1.2,-0.2,-7.7,-0.9,29.1
CC1=NN(c2ccccc2)C(=O)C1N=Nc1ccccc1 (stereo not given),1.2,-0.2,6.4,2.2,-5.7,-2.5,0.4,-4.1,29.2
Cc1cc(=O)oc2cc(Oc3ccc([N+](=O)[O-])cc3[N+](=O)[O-])ccc12,0.0,2.0,4.8,-6.3,7.7,0.9,0.2,-0.4,0.7
O=C(CC1CCCCC1)NCc1ccccn1,1.6,-0.7,15.0,-1.0,-1.1,1.0,-1.0,-3.6,0.6
CCCCOc1ccc(C2OC34CCCCC3C(C#N)(C#N)C2(C#N)C(=N)O4)cc1 (stereo not given),1.0,-4.0,42.4*,-0.8,4.2,-2.0,-41.8,-2.0,2.2
Cc1ccc(-c2cc(-c3cccs3)[nH]n2)c(O)c1,3.9,13.5,3.1,1.1,-3.8,12.7,-3.3,3.2,109.1*

Screening results: PubChem, The Scripps Research Institute Molecular Screening Center
